Screening results from PubChem.
GPR35 antagonists – inhibition of zaprinast-stimulated GPR35 beta-arrestin translocation – imaging, U2OS, beta-arrestin-GFP, zaprinast agonist, primary screen (AID 2058); U2OS GPR35 beta-arrestin-GFP translocation imaging, zaprinast antagonism; higher % means a stronger effect; inhibition, % at 10 µM; hits with a dose series show IC50 in µM; 290,000 compounds, 0.052% hits;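 active means inhibition of at least 50% with at least 30 cells and total cytoplasm GFP at most 10,000,000; inconclusive means under 30 cells or total GFP of 10,000,000 plus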
LYP phosphatase – inhibitors of LYP phosphatase, biochemical, fluorescence intensity, uHTS (AID 1779) | recombinant LYP phosphatase, fluorescence intensity; higher % means a stronger effect | one-dose inhibition, % at 11.5 µM; IC50 in µM for titrated hits | 290,000 compounds, 0.054% hits; in the data active means inhibition above about 50%;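 further: plate controls were vehicle with enzyme for no effect and no enzyme for full effect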
K1F lysis inhibition – protection from phage-mediated lysis, alamar blue read-out – E. coli UTI89, K1F phage, bacterial capsule biogenesis inhibitors (AID 488966); E. coli UTI89 K1F phage lysis, alamar blue, 2 h; higher % means a stronger effect; inhibition, % at 100 µM, or IC50 in µM where a hit was titrated; 340,000 compounds, 0.02% hits;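 active means phage lysis inhibition, versus mean bacterial control, above a set limit; inconclusive means no clear call, values can overlap the other calls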;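 further: capsule biogenesis inhibitors block K1F phage lysis so surviving cells raise fluorescence; higher fluorescence means more inhibition of phage lysis; actives were called in the ten point dose series up to 300 µM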
AID2073 – disruptors of CaV2.2 binding to Mint1 – biochemical, HTRF (AID 2073). 290,000 compounds, 0.19% hits. inhibition, % at 20 µM; hits with a dose series show IC50 in µM. HTRF protein-protein interaction, Mint1-CaV2.2; higher % means a stronger effect; in the data active means inhibition mostly above about 51%, no sharp cut-off; inconclusive means no clear call, values can overlap the other calls; inactive means mostly below about 53%; further: some results filed as inactive read as strong as hits
WT yeast gro inh – growth inhibition of WT yeast, mitochondrial fusion screen. AID 1362. mitochondrial fusion phenotypic screen, WT strain. inhibition, % at 10 µM. 190,000 compounds, 2.1% hits; in the data active means inhibition above about 58%; tested in S. cerevisiae
NTR1 agonist – NTR1-driven beta-arrestin-GFP spot formation – imaging, U2OS cells, high content, primary screen (AID 493036); P30989; agonist mode; activation, % at 20 µM; 330,000 compounds, 0.17% hits;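 active means activation at or above 40% of the spot to cytoplasm intensity ratio, with at least 20 cells analyzed; inconclusive means wells under 20 cells, flagged as cytotoxic or low count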;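 further: 0% = DMSO without peptide and 100% = 100 nM NTR1 peptide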
Target sequence (P30989 whole entry, looked up): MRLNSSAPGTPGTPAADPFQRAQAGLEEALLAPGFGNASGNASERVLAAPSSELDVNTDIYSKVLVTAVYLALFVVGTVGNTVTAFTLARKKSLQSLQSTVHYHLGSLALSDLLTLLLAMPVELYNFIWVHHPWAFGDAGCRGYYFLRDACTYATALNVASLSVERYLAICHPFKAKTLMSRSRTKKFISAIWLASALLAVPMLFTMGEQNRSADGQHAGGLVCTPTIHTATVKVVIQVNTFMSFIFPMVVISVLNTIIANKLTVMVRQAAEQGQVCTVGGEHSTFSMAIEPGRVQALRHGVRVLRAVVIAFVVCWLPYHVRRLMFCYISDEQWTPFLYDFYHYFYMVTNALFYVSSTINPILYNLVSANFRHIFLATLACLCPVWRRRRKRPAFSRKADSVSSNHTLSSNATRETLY
Dengue-2 NS5 capping – Dengue-2 NS5 methyltransferase inhibitors, primary screen, biochemical, confirmation dose response (AID 588689); Dengue-2 NS5 methyltransferase capping enzyme assay, biochemical; higher % means a stronger effect; one-dose inhibition, % at 25 µM; IC50 in µM for titrated hits; 340,000 compounds, 0.3% hits; in the data active means a potency from the dose series; inconclusive means inhibition above about 29% without an active follow-up result
RSV CPE inhibition – RSV antiviral activity via CPE protection, HEp-2 cells, primary 10 µM value included (AID 2391); HEp-2 cells, RSV-induced CPE inhibition; higher % means a stronger effect; one-dose CPE inhibition, % at 10 µM; IC50 in µM for titrated hits; 310,000 compounds, 0.13% hits; in the data active means a potency from the dose series; inconclusive means CPE inhibition mostly from about 23% at the one dose, without a potency; inactive means the rest, 99 in 100 with CPE inhibition below about 21%; further: strong numbers were not always called active
Autophagy mod – modulators of autophagy | MEF GFP-LC3 puncta imaging; test concentration mostly 10 µM | calls only at 10 µM (by protocol) | 190,000 compounds, 0.98% hits | AID 463193;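 active means percentage of spot-positive cells more than 3 SD above its plate mean, without a fluorescence outlier flag or 80% toxicity; inconclusive means no clear call, values can overlap the other calls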;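 further: spot-positive cell cutoff set from DMSO-treated cells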
WT yeast gro inh mutant strain – further read-out of WT yeast gro inh, marked with its call; inhibition, %; mitochondrial fusion phenotypic screen, mutant strain inhibition
Autophagy mod cell loss 18 h – also measured in Autophagy mod; calls as there; toxicity, %; measured here: cell loss, nuclei count;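 cell loss after 18 h compound exposure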
NTR1 agonist cell count 20 µM – further read-out of NTR1 agonist, marked with its call; cell count; measured here: cell count, cytotoxicity flag
Starred values were filed as active, the others as inactive; i = inactive; ? = inconclusive; nt = not tested or not shown; [ ] = dose if it differs, or a comment. The order is random; 2.6% or so of the library scored in one or more.

SMILES	GPR35 antagonists	LYP phosphatase	K1F lysis inhibition	AID2073	WT yeast gro inh	WT yeast gro inh mutant strain	NTR1 agonist	NTR1 agonist cell count 20 µM	Dengue-2 NS5 capping	RSV CPE inhibition	Autophagy mod	Autophagy mod cell loss 18 h
Cc1ccc(S(=O)(=O)Cn2nnnc2CN2CCCC3(CCCCC3)C2)cc1	-10%	3%	0.1%	0%	7	2	7.4	57	-3%	16%	i	27
O=C(C1CCOCC1)N1CCC(CO)(CCc2ccccc2)CC1	8%	-7%	-0.7%	25%	6	-5	-0.5	62	3%	-0.2%	i	27
O=C(/C=C/c1ccc(F)cc1)c1cc(Br)ccc1O	12%	-6%	-0.3%	0%	nt	nt	3.3	65	-6%	4.1%	nt	nt
CC(C)COCC1CC2(CC(C)(c3csc(N)n3)OC2=O)C(=O)O1 (centres undefined)	3%	-3%	1.6%	-4%	8	4	nt	nt	2%	nt	i	-60
COc1ccc(N(C(=O)C(C)C)S(=O)(=O)c2ccc3ccccc3c2)cc1	-6%	-7%	0.1%	6%	nt	nt	1.0	68	0%	22%	nt	nt
CCOC(=O)c1[nH]c(C)c(CC(C)C)c1C	-1%	-2%	1.1%	-8%	1	9	1.0	29	-9%	-0.3%	i	16
CC1=Nc2ccccc2NC(=O)C1Sc1nnc(C)s1 (centres undefined)	-7%	-4%	5.2%	6%	9	-4	-3.8	89	-2%	0.0%	i	-7
CN1CCN(c2ccc(C(=O)c3cn(-c4ccc(F)c(Cl)c4)nn3)cc2)CC1	3%	0%	-0.2%	18%	24	13	0.9	46	-8%	-0.8%	i	6
CCN(CC)CCN(C(=O)c1ccc2ncsc2c1)c1nc2cc3c(cc2s1)OCO3	7%	-6%	-0.1%	-7%	nt	nt	1.2	70	5%	1.4%	nt	nt
Cc1c(C(=O)N(C)CCn2ccnc2C)oc2c(F)cccc12	-13%	-5%	0.5%	-7%	nt	nt	-0.5	60	-2%	0.5%	nt	nt
Cc1c(C(=O)O)sc2c1c(=O)n(Cc1ccccc1)c(=O)n2C	-6%	-10%	0.0%	3%	nt	nt	-2.1	92	-1%	0.1%	nt	nt
COC(=O)c1sc(S(=O)(=O)N2CCN(CCO)CC2)c(C(=O)OC)c1C	-6%	-4%	0.2%	1%	-4	18	0.3	35	-4%	0.9%	i	4

Shown with each value named: part of the list above.
Cc1c(C(=O)O)sc2c1c(=O)n(Cc1ccccc1)c(=O)n2C
  GPR35 antagonists = -6%
  LYP phosphatase = -10%
  K1F lysis inhibition = 0.0%
  AID2073 = 3%
  WT yeast gro inh = nt
  WT yeast gro inh mutant strain = nt
  NTR1 agonist = -2.1
  NTR1 agonist cell count 20 µM = 92
  Dengue-2 NS5 capping = -1%
  RSV CPE inhibition = 0.1%
  Autophagy mod = nt
  Autophagy mod cell loss 18 h = nt
COC(=O)c1sc(S(=O)(=O)N2CCN(CCO)CC2)c(C(=O)OC)c1C
  GPR35 antagonists = -6%
  LYP phosphatase = -4%
  K1F lysis inhibition = 0.2%
  AID2073 = 1%
  WT yeast gro inh = -4
  WT yeast gro inh mutant strain = 18
  NTR1 agonist = 0.3
  NTR1 agonist cell count 20 µM = 35
  Dengue-2 NS5 capping = -4%
  RSV CPE inhibition = 0.9%
  Autophagy mod = i
  Autophagy mod cell loss 18 h = 4

The list goes on:
SMILES	GPR35 antagonists	LYP phosphatase	K1F lysis inhibition	AID2073	WT yeast gro inh	WT yeast gro inh mutant strain	NTR1 agonist	NTR1 agonist cell count 20 µM	Dengue-2 NS5 capping	RSV CPE inhibition	Autophagy mod	Autophagy mod cell loss 18 h
CC(C)(C)C1CCC(OC(=O)c2cncc(Br)c2)CC1 (centres undefined)	1%	-8%	0.1%	-5%	-3	8	0.8	57	2%	1.5%	i	-2
COc1ccccc1-[n+]1c(C)cc(/C=C2\Sc3ccccc3N2C)cc1C	?	7%	-0.1%	-36%	nt	nt	-3.6	52	-104%	-1.1%	nt	nt
COc1ccc(S(=O)(=O)Nc2cc(Cl)ccc2OC)cc1	-4%	-4%	0.1%	1%	4	-3	nt	nt	-8%	8.3%	i	20
COc1ccc(-c2nc3ccccc3c(=O)n2CCCN2CCOCC2)cc1	2%	-4%	2.3%	-9%	6	13	0.0	48	-3%	0.1%	i	-2
CCOc1ccccc1NS(=O)(=O)c1ccc2c(c1)NC(=O)CCS2	2%	-8%	-3.9%	7%	nt	nt	-1.7	51	-12%	-0.8%	nt	nt
Cc1nonc1NC(=O)CSc1nc2ccccc2o1	0%	-12%	0.1%	-2%	nt	nt	-1.6	55	3%	0.6%	nt	nt
O=C(Nc1nc2n(n1)C(c1ccc(Cl)cc1)CC(c1ccc(Cl)cc1)N2)c1ccco1 (centres undefined)	-5%	9%	nt	-2%	-4	-10	9.4	32	nt	23%	i	7
Nc1ncnc2nc(SCCc3ccccc3)[nH]c12	10%	-10%	-0.4%	-3%	-8	-14	0.7	83	-1%	1.4%	i	4
Cc1ccc(-n2ncc3c2CC(C)(C)CC3NC(=O)CN2CCCC2=O)cc1 (centres undefined)	8%	-3%	0.1%	-8%	nt	nt	0.1	69	-8%	-0.3%	nt	nt
O=C(CC(=O)N/N=C\c1cccc(Cl)c1Cl)NCc1ccccc1	1%	-5%	1.2%[50 µM]	-2%	-1	-16	2.9	74	-9%	5.6%	i	-11
COCC(C)n1c(SCC(=O)c2cc(C)n(C)c2C)nc2ccccc2c1=O (centres undefined)	3%	0%	0.0%	0%	-19	-5	0.5	49	-4%	13%	i	6
CCCN(CCC)C1=N/C(=C\c2ccco2)C(=O)N1c1ccccc1	2%	-2%	0.2%	-44%	43	22	-0.1	46	-6%	5.6%	i	-1
O=C(NC1CCCc2ccccc21)C1CCN(S(=O)(=O)c2cccc3nonc23)CC1 (centres undefined)	11%	-4%	-0.1%	-14%	9	12	0.8	64	0%	0.0%	i	2
O=C(Nc1ccc(Br)cc1)c1cccc(N2C(=O)C3C4CCC(C4)C3C2=O)c1 (centres undefined)	6%	-1%	3.8%	42%	-16	-10	1.7	46	-6%	9.5%	i	8
CCC(C)(C)NC(=O)C(C(C)C)N(CC1CCCO1)C(=O)CNS(=O)(=O)c1ccc(F)cc1 (centres undefined)	-25%	-7%	0.0%	3%	nt	nt	-0.6	53	-7%	0.5%	nt	nt
COc1ccccc1NC(=S)NCCc1ccc(S(N)(=O)=O)cc1	1%	-8%	-0.3%	1%	-10	13	0.1	61	-2%	8.8%	i	0
CN(C)S(=O)(=O)c1cccc(C(=O)NC(=S)N(CCC#N)Cc2cccnc2)c1	-2%	-2%	0.3%	-6%	2	7	1.5	47	-3%	1.3%	i	13
Cc1ccc2c(c1)cc(CN(Cc1ccc3c(c1)OCO3)S(=O)(=O)c1ccccc1)c1nnnn12	10%	0%	0.2%	15%	-6	4	-0.4	76	-2%	3.6%	i	11
COCc1cc(=O)n2[nH]c(-c3ccc(C)cc3)cc2n1	-2%	-7%	1.6%	7%	-6	4	0.1	49	7%	1.9%	i	-11
Cc1ccc(S(=O)(=O)N(CC(=O)Nc2cccnc2)c2ccc(Br)cc2)cc1	-4%	-7%	0.1%[50 µM]	-3%	nt	nt	0.3	53	-2%	1.7%	nt	nt
Cc1ccc(N=Cc2cc(Cl)cc(Cl)c2O)nc1	3%	-7%	3.1%	-16%	8	12	3.6	45	-1%	14%	i	10
CCCCN(C(=O)CC1CCCC1)c1c(N)n(CC(C)C)c(=O)[nH]c1=O	nt	nt	0.5%[50 µM]	nt	nt	nt	0.4	64	1%	-0.7%	nt	nt
Cc1ccc[n+](CC(=O)Nc2ccc(N(C)C)cc2)c1	4%	-5%	-1.1%	-12%	nt	nt	1.9	45	5%	-1.3%	nt	nt
Cc1ccc(NC(=O)CN(C)C(=O)c2cccc(Br)c2)cc1	-9%	1%	0.2%	1%	nt	nt	-0.9	53	1%	2.6%	nt	nt
Cc1ccn(CCC(=O)Nc2ccc3c(c2)OCO3)n1	8%	-12%	0.5%	-2%	nt	nt	0.5	67	5%	2.2%	nt	nt
COc1ccc2oc(C(=O)NC(C)(C)C)c(C)c2c1	5%	-6%	0.9%	0%	-7	-7	-0.6	63	-4%	2.2%	i	12
CC(=O)Nc1ccc(NC(=O)c2ccc3c(c2)C(=O)N(c2ccccc2C)C3=O)cc1	-2%	-8%	0.2%	-20%	nt	nt	-1.0	63	-14%	0.4%	nt	nt
S=C1NCCOCCOCCOCCOCCNC(=S)NCCOCCOCCOCCOCCN1	4%	-2%	0.1%	-2%	-19	-8	-1.1	84	-10%	1.5%	i	-3
COc1cc(/C=N/NC(=O)c2ccncc2)ccc1OC(=O)c1cccc(F)c1	-3%	-7%	0.0%	6%	nt	nt	2.3	55	-6%	2.8%	nt	nt
Cc1ccc2c(c1)/C(=N/N1C(=O)c3ccccc3C1=O)C(=O)N2	2%	-6%	1.6%	4%	-4	2	0.5	69	0%	3.4%	i	3
CCOC(=O)c1cn(-c2ccccc2)nc1-c1cccnc1	3%	-8%	0.5%	0%	8	9	-1.1	87	9%	3.0%	i	11
O=C(C1CCCO1)N1N=C(c2ccc(Br)cc2)CC1c1ccco1 (centres undefined)	-2%	8%	2.4%[50 µM]	-8%	21	10	-0.8	68	-8%	2.0%	i	-4

By substructure, the compounds so far with an aryl methoxy group
SMILES	GPR35 antagonists	LYP phosphatase	K1F lysis inhibition	AID2073	WT yeast gro inh	WT yeast gro inh mutant strain	NTR1 agonist	NTR1 agonist cell count 20 µM	Dengue-2 NS5 capping	RSV CPE inhibition	Autophagy mod	Autophagy mod cell loss 18 h
COc1ccc(N(C(=O)C(C)C)S(=O)(=O)c2ccc3ccccc3c2)cc1	-6%	-7%	0.1%	6%	nt	nt	1.0	68	0%	22%	nt	nt
COc1ccccc1-[n+]1c(C)cc(/C=C2\Sc3ccccc3N2C)cc1C	?	7%	-0.1%	-36%	nt	nt	-3.6	52	-104%	-1.1%	nt	nt
COc1ccc(S(=O)(=O)Nc2cc(Cl)ccc2OC)cc1	-4%	-4%	0.1%	1%	4	-3	nt	nt	-8%	8.3%	i	20
COc1ccc(-c2nc3ccccc3c(=O)n2CCCN2CCOCC2)cc1	2%	-4%	2.3%	-9%	6	13	0.0	48	-3%	0.1%	i	-2
COc1ccccc1NC(=S)NCCc1ccc(S(N)(=O)=O)cc1	1%	-8%	-0.3%	1%	-10	13	0.1	61	-2%	8.8%	i	0
COc1ccc2oc(C(=O)NC(C)(C)C)c(C)c2c1	5%	-6%	0.9%	0%	-7	-7	-0.6	63	-4%	2.2%	i	12
COc1cc(/C=N/NC(=O)c2ccncc2)ccc1OC(=O)c1cccc(F)c1	-3%	-7%	0.0%	6%	nt	nt	2.3	55	-6%	2.8%	nt	nt
